# Screening data as filed in PubChem.
# KB-3-1 tox: qHTS assay for MDR1-selective chemotherapeutics: Primary screen using the parental adenocarcinoma cell KB-3-1 | KB-3-1 viability, CellTiter-Glo ATP luminescence, 72 h | Potency, µM (top dose mostly 46.1 µM), for inactives: top-dose activity change, negative = cytotoxic, hits mostly cytotoxic | 400,000 compounds, 1.4% hits; note: potency is the fitted concentration of half-maximal effect; % is set by controls: 0 for no effect and ±100 for the full control effect; nearly all actives have a fitted effect of over 60% in size
#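 Luminescent ATP read-out (CellTiter-Glo) measures survival of drug-naive KB-3-1 cells after 72 h compound exposure at 37 °C. Titration series was screened from lowest to highest concentration, with DMSO vehicle plates as background controls.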
# ATXN2 expr inh: Primary qHTS for Inhibitors of ATXN expression; HEK-293 ATXN2-luciferase reporter, luminescence, 24 h; Potency, µM (highest dose often 57 µM), for the others: at the top dose activity change, negative = inhibition, most hits filed as inhibitors; 360,000 compounds, 0.72% hits; AID 1745845, 2022; note: potency is the fitted concentration of half-maximal effect; % is set by controls: 0 for no effect and ±100 for the full control effect; nearly all actives have a fitted effect of over 55% in size
#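 qHTS (up to 57 uM final) was run with 24 h compound exposure of reporter cells at 37 °C. Each well was multiplexed: SteadyGlo luminescence measured ATXN2-luciferase expression after a fluorogenic Gly-Phe-AFC viability readout (25 uM final).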
# HT1080-NT tox: qHTS for induction of synthetic lethality in tumor cells producing 2HG: qHTS for the HT-1080-NT fibrosarcoma cell line; 360,000 compounds, 1.6% hits; Potency, µM (doses to about 46.1 µM), without a hit: at the top dose activity, negative = less viability, most hits filed as cytotoxic; AID 686970, 2013; HT-1080-NT fibrosarcoma viability, CellTiter-Glo ATP luminescence, 48 h;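 note: NT is the 2HG producing partner of a matched IDH1 knockdown line; potency is the fitted concentration of half-maximal effect; 0% = DMSO-treated cells and -100% = media-only wells without cells; nearly all actives have a fitted effect of over 55% in size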
#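 A 48-hour cytotoxicity screen used HT-1080-NT cells plated 2 hours before compound delivery. ATP-based CellTiter-Glo luminescence measured viability, normalized to DMSO and no-cell controls.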
# IL1B secr inh: qHTS for Inhibitors of Inflammasome Signaling: IL-1-beta AlphaLISA Primary Screen. 360,000 compounds, 4.7% hits. THP-1 LPS/ATP IL-1B secretion, AlphaLISA, 16 h; stronger effect = lower value. activity change, % at 57.5 µM. AID 743279, 2014; in the data active = activity change below about -50%; inconclusive = mostly about -30% to -49%; note: % is set by controls: 0 for no effect and ±100 for the full control effect
#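 Secreted IL-1B measured by AlphaLISA bead assay after 16 h compound exposure of THP-1 cells; compounds (final up to 57.5 uM) added 1 h before LPS (250 ng/mL) and ATP (1.25 mM) stimulation; lower signal means less secretion.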
# HT1080 IDH1KD tx: qHTS for induction of synthetic lethality in tumor cells producing 2HG: qHTS for the HT-1080-IDH1KD cell line; HT-1080 IDH1 knockdown viability, ATP luminescence, 48 h; Potency, µM (series often up to 46.1 µM), for inactives: top-dose activity, negative = toxicity, actives largely listed as cytotoxic; 360,000 compounds, 2% hits; AID 686971, 2013;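 note: potency is the fitted concentration of half-maximal effect; 0% = DMSO wells and -100% = cell-free medium wells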
#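 Assay cells: HT-1080 with IDH1 knockdown, 750 per well, RPMI/5% FBS. Exposure: 48 h at 37 °C following 2 h pre-incubation. Read: CellTiter-Glo luminescence; fitted concentration-response, curve class assigned.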
# KB-V1 MDR tox: qHTS assay for MDR1-selective chemotherapeutics: Primary screen using the drug-selected MDR subline cells KB-V1; KB-V1 MDR cells viability, CellTiter-Glo, 72 h; Potency, µM (series often up to 46.1 µM), inactives show top-dose activity change, negative = cytotoxicity, actives largely listed as cytotoxic; 400,000 compounds, 3.4% hits; note: potency is the fitted concentration of half-maximal effect; % is set by controls: 0 for no effect and ±100 for the full control effect; nearly all actives have a fitted effect of over 60% in size
#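 Compound-treated KB-V1 multidrug-resistant cells, 72 h, 37 degrees C; viability by CellTiter-Glo. Fitted qHTS curves give the values.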
# MCF10A rerep: A quantitative high throughput screen for small molecules that induce DNA re-replication in MCF 10a normal breast cells | MCF 10A DNA re-replication, Hoechst nuclear intensity, 48 h | Potency, µM (doses to about 46.1 µM), for inactives: top-dose activity, positive = re-replication, usual class: activators | 350,000 compounds, 2.9% hits; note: potency is the fitted concentration of half-maximal effect; % of control where 0% means no effect; nearly all actives have a fitted effect of over 50% in size
# ATXN viability: Viability Counterscreen for Primary qHTS for Inhibitors of ATXN expression; 400,000 compounds, 0.49% hits; Potency, µM (series often up to 56.7 µM), hits mostly cytotoxic; AID 651635, 2014; S2 cells (HEK-293 line with an ATXN2-luciferase reporter) viability, CellTiter-Fluor protease fluorescence, 24 h; note: potency is the fitted concentration of half-maximal effect; nearly all actives have a fitted effect of over 40% in size
# SW480 rerep: A quantitative high throughput screen for small molecules that induce DNA re-replication in SW480 colon adenocarcinoma cells | Potency, µM (top dose mostly 46.1 µM), for the others: at the highest dose re-replication activation, hits mostly activators | SW480 DNA re-replication, Hoechst DNA content imaging, 48 h | 340,000 compounds, 1.8% hits; note: potency is the fitted concentration of half-maximal effect; % of control where 0% means no effect; nearly all actives have a fitted effect of over 55% in size
#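 First, 250 cells per well were seeded. Next, compound or vehicle (23 nL) was pinned in, plates sat 48 hr at 37 C. Finally Hoechst was added for 40 min before fluorescence scanning.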
# Numbers without * were called inactive; i = inactive; ? = inconclusive; / = not tested or not shown; [ ] = another dose, or the depositor's remark. Unless noted, calls come from the whole dose curve; as a rule, active = well fitted curve in the direction sought with a large enough effect; inconclusive = small, poorly fitted or top-dose-only effect, or another doubt; inactive = no such curve, though single readings can be large; an effect the other way counts as inactive or inconclusive.
mol	KB-3-1 tox	ATXN2 expr inh	HT1080-NT tox	IL1B secr inh	HT1080 IDH1KD tx	KB-V1 MDR tox	MCF10A rerep	ATXN viability	SW480 rerep
CC1CCN(c2oc(-c3ccccc3F)nc2C#N)CC1	-12.0%	41.7%[activator]	9.8%	?	5.8%	6.0%	-0.6%	i	7.7%
CC(=O)Nc1ccc(NC(=O)CSc2nc3ccccc3o2)cc1	8.0%	18.4%	16.4%	4.0	20.6%	5.3%	10.6%	i	17.4%
Cc1ccc(C(=O)NCC(=O)OCC(=O)NC2CCCC(C)C2C)s1 (stereo unspecified)	10.1%	2.6%	-2.6%	8.3	2.9%	1.6%	-0.1%	i	-3.0%
COc1ccc(-c2nc(CN3CCC(C(=O)NCc4ccccc4)CC3)c(C)o2)cc1OC	0.8%	4.2%	/	/	/	31.3%	/	i	/
NS(=O)(=O)c1cccc(NC(=O)CSc2ncnc3ccccc23)c1	6.5%	/	2.1%	-12.8	-9.7%	0.0%	?	i	-1.8%
Cc1ccccc1OCC(=O)N(Cc1cccs1)C1CCS(=O)(=O)C1 (stereo unspecified)	1.4%	-1.2%	-1.2%	-2.8	-3.4%	1.3%	-177.8%[0.0737 µM]	i	-4.6%
Cc1cc(Cl)c(S(=O)(=O)N2CCN(c3ccccn3)CC2)cc1OCC(N)=O	16.1%	17.1%[11.3 µM]	11.1%	26.8	-1.7%	2.8%	-1.0%	i	-6.4%
COc1ccc(C)cc1NC(=S)Nc1ccccc1SC	-6.4%	-17.4%	1.0%	3.2	-0.7%	2.7%	-10.7%	i	-17.3%
CCc1ccc(C2=CC(c3cc(Br)ccc3F)n3ncnc3N2)cc1 (stereo unspecified)	8.2µM*	5.3%	-7.9%	?	-6.6%	9.2µM*	17.1%	/	?
CCCCC1(CC(=O)OC)C(=O)N(c2ccccc2)N(c2ccccc2)C1=O	-2.9%	13.9%	3.5%	-9.6	3.0%	-21.9%	9.7%	i	-0.9%
CCCC(=O)Nc1cc(C(=O)NCc2ccccc2)ccc1S(=O)(=O)c1ccc(Cl)cc1	2.7%	4.2%	/	/	/	5.5%	/	?	/
CN(C)S(=O)(=O)c1cccc(C(=O)OCC(=O)Nc2sccc2C#N)c1	0.0%	-1.9%	-5.0%	66.3	-26.1%	0.0%	8.0%	i	7.5%[9.22 µM]
O=C1CC2(CCN(C(=O)c3ccccc3Br)CC2)Oc2ccccc21	-6.1%	-14.5%	-11.7%	?	-2.3%	?	-0.1%	i	-1.2%
CCOC(=O)CSc1nnc(-c2ccc(OC)cc2OC)o1	3.4%	-16.3%	-18.1%	27.5	12.8%[9.24 µM]	8.3%	?	i	4.3%
COc1ccc(CCn2c(-c3ccco3)nc3ccccc3c2=O)cc1OC	-0.7%	-15.2%	-13.7%	-54.0*	?	?	?	?	8.6%
Cc1cnc(C(=O)OCC(=O)c2cc(C)n(C)c2C)cn1	0.0%	11.3%	-0.7%	-5.6	0.4%	-10.0%	-22.8%[9.22 µM]	?	?
COC(CNC(=O)C(=O)NCC1OCCN1C(=O)c1ccc(Cl)cc1)OC (stereo unspecified)	5.8%	4.3%	-19.4%	10.2	2.0%	3.0%	7.0%	i	-4.0%
CCOc1ccc(CN(C(=O)c2nc(SC)ncc2Cl)C2CCS(=O)(=O)C2)cc1 (stereo unspecified)	0.0%	6.0%	/	/	/	3.9%	/	i	/
CCC1CCCCN1C(=O)CSc1nc2ccsc2c(=O)n1Cc1ccccc1 (stereo unspecified)	10.7%	?	-9.9%	-10.1	-16.8%	-4.5%	?	?	15.8%
CN(C)CCCNc1ccc(-c2n[nH]c(=O)c3ccccc23)cc1[N+](=O)[O-]	-2.6%	/	-12.8%	-13.0	-11.0%	-9.2%	-2.0%	i	-2.0%
O=[N+]([O-])c1nn(-c2ccc3c(c2)OCCO3)n(O)c1=NCCCO	-10.8%	-5.6%	-7.2%	8.2	1.5%	-15.9%	6.6%	?	15.2%
COC(=O)Cc1ccc(NC(=S)N2CCC(Cc3ccccc3)CC2)cc1	-14.3%	25.2%	-0.2%	13.6	0.8%	5.4%	0.3%	i	-5.6%
CCOC(=O)Cc1csc(NC(=O)CSC2=NCCS2)n1	-8.6%	5.0%	-12.9%	-2.6	-5.6%	4.7%	14.0%	i	?
O=C(c1ccc(F)cc1)C(CN1CCOCC1)c1ccccc1 (stereo unspecified)	?	?	-8.9%	-64.1*	5.17µM*	?	5.17µM*	/	?
CCOC(=O)c1ccc(NC(=S)NCCCn2ccnc2)cc1	-3.7%	-0.3%	-8.6%	-3.4	-16.2%	12.7%	9.0%	i	-4.0%
Cc1ccc(C)c(NC(=O)COC(=O)c2nc(Cl)ccc2Cl)c1	?	/	-3.0%	0.2	-0.3%	-15.5%	9.1%	i	1.9%
CCCCn1c(-c2ccco2)nc2oc3ccccc3c(=O)c2c1=O	5.3%	28.4%	-3.7%	24.2	0.4%	21.0%	18.4%	i	-110.1%[inhibitor]
Cc1cccc(C)c1NC(=O)Cn1c(=O)n(CCC(=O)NCc2ccccc2Cl)c(=O)c2sccc21	7.4%	0.2%	/	/	/	?	/	i	/
Cn1cccc1Cc1nnc(SCC(=O)Nc2nccs2)n1CCc1ccccc1	-3.8%	-11.7%	-16.1%	?	-14.0%	-10.1%	2.4%	i	-0.3%
COc1ccc(CSc2nnnn2-c2ccc(O)cc2)cc1F	-19.9%	-11.1%	-14.0%	-64.2*	-29.7%	-12.5%	17.6%	i	8.4%
Cc1cc(C)n2nc(C(=O)Nc3cccc(S(=O)(=O)N4CCCC4)c3)nc2n1	3.1%	/	6.0%	-10.4	0.9%	17.7%	-4.9%	i	15.1%
Cc1ccc(C(C)C)c(OCCCn2c(=O)oc3ccccc32)c1	4.8%	2.4%	/	/	/	-0.2%	/	i	/
COCCCNC(=O)N1[C@H](c2cccs2)[C@@H](C)C(=O)[C@@H](C)[C@@H]1c1cccs1	-7.4%	-5.5%	/	/	/	-7.7%	/	i	/
COc1ccc(COc2cccc3ccc(C)nc23)cc1F	1.5%	-13.5%	-3.3%	-2.5	-19.3%	?	9.7%	i	10.4%
Nn1c(Nc2ccc(Cl)cc2)nncc1=O	-2.3%	0.3%	?	-12.9	0.2%	4.1%	-2.7%	i	-9.2%
O=C(Nc1ccc(F)cc1)c1c(Cl)nc2ccccn12	10.1%	69.9%[activator]	-3.1%	20.8	-16.3%	-5.6%	-19.7%	i	-8.6%
C[C@@H]1CN([C@@H](C)CO)S(=O)(=O)c2ccc(Br)cc2O[C@H]1CN(C)C(=O)c1cccc(F)c1	1.2%	-8.5%	9.0%	-15.0	7.7%	6.0%	/	i	/
COc1cccc(C(=O)NCc2nnc(SCC(=O)Nc3nccs3)n2-c2cccc(C)c2)c1	8.8%	0.5%	13.4%	44.7	3.9%	15.1%	-14.9%	i	0.4%
CC(C)(C)OC(=O)NCCCC[C@@H](C(=O)NCCCCCCCCCCC(=O)N1CCN(C(=O)OC(C)(C)C)CC1)n1cc(CCO)nn1	-19.6%	?	-23.7%	2.6	-20.5%	24.0%	?	35.5µM*	-3.1%
O=C(Cn1ncc2c([nH]c3ccccc32)c1=O)Nc1ccc(CN2CCCCC2)cc1	-1.2%	/	-18.6%	101.2	-4.3%	?	-8.0%	i	29.0%

# Copied from the entries so far for reference:
mol	KB-3-1 tox	ATXN2 expr inh	HT1080-NT tox	IL1B secr inh	HT1080 IDH1KD tx	KB-V1 MDR tox	MCF10A rerep	ATXN viability	SW480 rerep
COc1ccc(COc2cccc3ccc(C)nc23)cc1F	1.5%	-13.5%	-3.3%	-2.5	-19.3%	?	9.7%	i	10.4%
Nn1c(Nc2ccc(Cl)cc2)nncc1=O	-2.3%	0.3%	?	-12.9	0.2%	4.1%	-2.7%	i	-9.2%
O=C(Nc1ccc(F)cc1)c1c(Cl)nc2ccccn12	10.1%	69.9%[activator]	-3.1%	20.8	-16.3%	-5.6%	-19.7%	i	-8.6%
C[C@@H]1CN([C@@H](C)CO)S(=O)(=O)c2ccc(Br)cc2O[C@H]1CN(C)C(=O)c1cccc(F)c1	1.2%	-8.5%	9.0%	-15.0	7.7%	6.0%	/	i	/
COc1cccc(C(=O)NCc2nnc(SCC(=O)Nc3nccs3)n2-c2cccc(C)c2)c1	8.8%	0.5%	13.4%	44.7	3.9%	15.1%	-14.9%	i	0.4%

# Other structures:
mol	KB-3-1 tox	ATXN2 expr inh	HT1080-NT tox	IL1B secr inh	HT1080 IDH1KD tx	KB-V1 MDR tox	MCF10A rerep	ATXN viability	SW480 rerep
CCCC(=O)Nc1cc(=O)n(C)c(=O)n1C	5.3%	-4.6%	4.9%	21.3	-2.5%	-2.6%	16.5%	i	-10.6%
Cc1ccc(NC(=O)c2c(N3CCCC3=O)c3cc(C)ccc3n2C)c(C)c1	3.9%	-5.0%	/	/	/	-26.7%	/	i	/
CC1CCC(C(C)C)C(OCC(O)CN2CCCC(C)C2)C1 (stereo unspecified)	0.7%	/	?	0.0	?	?	7.0%	i	20.2%
C(=N\Nc1nc(Nc2ccccc2)nc(Nc2ccccc2)n1)/c1cccnc1	?	-6.4%	-28.2%	-13.2	-23.6%	27.7%	?	?	-4.4%
CC(C)c1ccc(NC(=O)CN(C)C2=NS(=O)(=O)c3ccccc32)cc1	4.4%	/	4.8%	8.4	-1.2%	12.4%	/	i	/
